LEDGF integ inh: blockers of LEDGF/p75-dependent integrase strand transfer – biochemical, TR-FRET, high throughput, primary screen. HIV-1 integrase (with human LEDGF/p75). TR-FRET IN-LEDGF/p75 DNA integration, Eu/Cy5. inhibition, % at 3.7 µM. actives 0.64% (n = 370,000). AID 743269, 2014;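 active = inhibition above the screen-wide mean plus 3 SD, cut at about 13% in these data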;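 also: signal is the Cy5 over europium emission ratio at 671 and 618 nm; 0% = plate median of compound wells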
TCR-CD3 inh: inhibitors of human TCR-CD3 interaction, primary screen, biochemical, fluorescence, TAMRA-labeled TCR probe; T-cell receptor (TCR); inhibition, % at 9.4 µM; actives 0.37% (n = 360,000); AID 651800, 2012; in the data active = inhibition above about 19%;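 also: recombinant mutant TCR 2C K166C tagged with TAMRA read by polarization; 0% = receptor in buffer alone and 100% = receptor with positive control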
mABHD4 FP: ABHD4 inhibitors, primary screen, biochemical, fluorescence polarization, mouse; (Lyso)-N-acylphosphatidylethanolamine lipase (Mus musculus), Q8VD66; purified mABHD4, FP-Rh probe fluorescence polarization; inhibition, % at 8.92 µM; actives 0.54% (n = 370,000); AID 720543, 2013;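 active = inhibition exceeding the mean over every tested compound plus 3 SD, cut at about 30% in these data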;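 also: 0% = plate median of compound wells and 100% = S159A mutant with DMSO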
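Test system: mouse ABHD4 enzyme, wild type. Reagent: FP-Rh fluorescent activity-based probe, added after compound pre-incubation. Timing: pre-incubation 45 min, probe exposure 60 min, at 25 °C. Technique: FP readout, ex 525 nm / em 598 nm. Benchmarks: high control S159A mutant with DMSO, low control median of compound wells.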
HTRA1 inhibitor: HTRA1 serine protease inhibitors, primary screen, biochemical, fluorescence polarization, HTS. recombinant HTRA1, FP-rhodamine activity-based probe. inhibition, % at 5.96 µM. actives 0.5% (n = 340,000). AID 504803, 2011; in the data active = inhibition above about 36%;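 also: 0% = enzyme with DMSO and 100% = wells lacking enzyme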
Target sequence (Q92743 whole entry, looked up): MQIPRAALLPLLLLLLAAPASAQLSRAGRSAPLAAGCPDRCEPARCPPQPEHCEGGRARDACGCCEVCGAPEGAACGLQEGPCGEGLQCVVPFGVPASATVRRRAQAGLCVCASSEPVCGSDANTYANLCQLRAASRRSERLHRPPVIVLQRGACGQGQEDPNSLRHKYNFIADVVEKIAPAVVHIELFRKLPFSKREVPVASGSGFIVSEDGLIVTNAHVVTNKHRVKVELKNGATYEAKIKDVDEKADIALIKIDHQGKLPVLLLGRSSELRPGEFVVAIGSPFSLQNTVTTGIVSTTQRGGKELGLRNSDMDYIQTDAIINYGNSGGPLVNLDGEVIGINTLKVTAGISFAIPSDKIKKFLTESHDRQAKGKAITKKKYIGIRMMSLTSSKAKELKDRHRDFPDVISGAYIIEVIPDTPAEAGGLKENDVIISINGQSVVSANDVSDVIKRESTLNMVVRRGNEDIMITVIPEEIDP
SIAE primary: human SIAE inhibitors, primary screen, biochemical, fluorescence polarization, FP-Rh probe, 1536-well HTS; Sialate O-acetylesterase (Homo sapiens), Q9HAT2; SIAE FP-Rh probe binding; inhibition, % at 9.66 µM; actives 0.69% (n = 370,000); AID 1053197, 2014;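 active = inhibition above a cutoff: mean of compounds within the control limits plus 3 SD of those, cut at about 17% in these data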;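 also: 0% = plate median of compound wells and 100% = probe without SIAE protein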
TDP2 absorb: human TDP2 enzyme inhibitors, primary screen, biochemical, epi absorbance, recombinant enzyme; inhibition, % at 12.8 µM; AID 720702, 2013; T5PNP hydrolysis, p-nitrophenol absorbance 415 nm; actives 0.34% (n = 370,000); Tyrosyl-DNA phosphodiesterase 2 (Homo sapiens), O95551;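 active = inhibition above the mean of all tested compounds plus 3 SD, set per campaign, cut at about 25% in these data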;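 also: 0% = DMSO with enzyme and 100% = buffer with substrate but no TDP2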
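Assay system: Recombinant human TDP2 | Quantity: 120 nM TDP2 per well | Incubation: 2 h at 37 °C | Signal: Epi absorbance | Evaluation: Percent inhibition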
PRMT1 inh: PRMT1 methyltransferase inhibitors, primary screen, biochemical, fluorescence polarization | Protein arginine N-methyltransferase 1 (Homo sapiens), Q99873 | actives 1.3% (n = 370,000) | recombinant PRMT1, activity-based probe fluorescence polarization | inhibition, % at 2.79 µM;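 active = inhibition above about 21% made by adding two undisclosed values, limit read from the data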
rCAG binder: binders of r(CAG) RNA repeats, primary screen, biochemical, fluorescence | r(CAG) RNA repeat, TO-PRO-1 dye displacement fluorescence | inhibition, % at 3 µM | actives 1.3% (n = 370,000) | AID 651821, 2012;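 active = inhibition above the plate cutoff, the mean of all test compounds on that plate plus 3 SD, cut at about 35% in these data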;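 also: 0% = DMSO alone and 100% = 100 µM mitoxantrone as full dye displacement; higher means more dye released from RNA so lower well fluorescence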
PG9 binder: binders of HIV-1 gp120 antibody PG9, primary screen, biochemical, TR-FRET. inhibition, % at 6.7 µM. HIV-1 gp120 / PG9 antibody interaction. actives 0.43% (n = 360,000). TR-FRET gp120-PG9 antibody binding. AID 624416, 2012; in the data active = inhibition above about 8.5%
NR1D1 modulator: modulators of Rev-erb alpha DNA binding, primary screen, biochemical, FITC-DNA, fluorescence polarization, uHTS; Nuclear receptor subfamily 1 group D member 1 (Homo sapiens), P20393; Rev-erbα–FITC-DNA binding, 90 min; activity, % at 10 µM; actives 0.79% (n = 370,000);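 active = activity above about 14%, limit read from the data; passing the limit was not always enough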;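 also: 0% = DMSO wells with 35 nM protein and 100% = DMSO wells with 750 nM protein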
Target sequence (P20393 whole entry, looked up): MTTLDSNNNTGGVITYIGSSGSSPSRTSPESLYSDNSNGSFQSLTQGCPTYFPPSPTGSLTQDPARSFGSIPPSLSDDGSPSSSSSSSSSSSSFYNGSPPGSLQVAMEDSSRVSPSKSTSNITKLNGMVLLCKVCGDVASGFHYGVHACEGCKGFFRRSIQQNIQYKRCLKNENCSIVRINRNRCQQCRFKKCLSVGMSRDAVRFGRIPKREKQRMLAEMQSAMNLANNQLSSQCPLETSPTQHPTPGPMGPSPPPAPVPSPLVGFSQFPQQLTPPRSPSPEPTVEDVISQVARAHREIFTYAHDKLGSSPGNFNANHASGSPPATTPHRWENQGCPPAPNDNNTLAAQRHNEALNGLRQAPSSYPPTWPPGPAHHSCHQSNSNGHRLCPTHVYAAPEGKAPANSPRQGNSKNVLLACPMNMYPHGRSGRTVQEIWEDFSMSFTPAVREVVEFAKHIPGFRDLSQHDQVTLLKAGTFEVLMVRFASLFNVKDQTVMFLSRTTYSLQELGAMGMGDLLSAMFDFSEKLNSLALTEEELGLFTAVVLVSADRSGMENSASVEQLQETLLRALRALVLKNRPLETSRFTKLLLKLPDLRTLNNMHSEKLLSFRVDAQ
Starred values were filed as active, the others as inactive; . = not tested or not shown.

The line under a structure holds: LEDGF integ inh | TCR-CD3 inh | mABHD4 FP | HTRA1 inhibitor | SIAE primary | TDP2 absorb | PRMT1 inh | rCAG binder | PG9 binder | NR1D1 modulator
COc1cc(/C=C/C(=O)OCC(=O)NCC2CCCCC2)ccc1O
    0.5 | -3.8 | 6.3 | -7.1 | 2.5 | -1.1 | 0.3 | 4.0 | 0.7 | 3.2
CN(Cc1ccccc1)S(=O)(=O)c1ccc2c(c1)NC(=O)CC(=O)N2
    0.1 | -0.6 | -4.0 | -1.0 | 1.7 | -2.7 | -5.6 | -0.1 | -75.2 | 1.9
CCc1nc2c(OCCOc3ccccc3)cccn2c1N(C)C(=O)c1ccc(OC)cc1
    0.5 | -3.3 | -0.6 | . | 3.9 | -1.2 | 4.2 | 4.3 | -0.3 | -0.3
COc1ccc(Cn2c(C)nc3c(c2=O)c2nc4ccccc4nc2n3Cc2ccco2)cc1
    13.5* | -1.9 | -5.7 | -35.0 | -31.0 | 0.1 | 39.6* | 12.5 | 0.2 | -4.3
CC(C)CN(C(=O)c1ccco1)c1nc2ccccc2s1
    -3.7 | 3.6 | -6.8 | 0.4 | -3.4 | 6.0 | 2.4 | 0.3 | -0.1 | 3.3
COc1cccc(C2/C(=C(/O)c3ccccc3)C(=O)C(=O)N2Cc2ccco2)c1 (stereo not given)
    -7.1 | -8.4 | 8.5 | . | -1.5 | -10.4 | 5.7 | 2.4 | -0.5 | -1.8
O=C(Cc1cccc2ccccc12)Nc1ccccc1
    3.4 | -3.6 | -3.0 | -6.6 | 1.5 | 1.7 | 2.4 | -1.2 | 3.3 | -4.0
CCOc1ccccc1-c1noc(CCCC(=O)NC2CCCCC2)n1
    -1.5 | -5.7 | -2.6 | -7.7 | -10.0 | -11.1 | 2.8 | -5.5 | -0.5 | -0.6
N#CCNC(=O)c1cccn1-c1ncc(C(F)(F)F)cc1Cl
    -3.4 | -4.4 | 3.3 | 5.8 | 0.3 | -1.9 | 1.1 | 9.4 | 1.4 | 1.2
COC(=O)c1ccc2c(=O)n(CCCCCC(=O)NC3CCCCC3)c(=O)[nH]c2c1
    1.4 | 0.4 | -3.1 | . | 0.8 | -3.9 | -1.8 | 0.8 | 0.9 | 0.2
COC(=O)c1ccc(NC(=O)c2ccc(NC(=O)c3ccco3)cc2)cc1
    -2.3 | 0.9 | -0.8 | -6.8 | -47.0 | 3.8 | 1.4 | -3.8 | 18.7* | 3.0
O=C(O)/C=C/C(=O)NCc1ccccn1
    -3.8 | -1.7 | -3.7 | -2.2 | -14.3 | 4.0 | 7.9 | 0.6 | -0.4 | 1.9
COc1cc(CC(=O)Oc2ccc3c(c2)OCO3)cc(OC)c1OC
    -4.8 | -8.9 | -0.1 | -0.8 | 8.4 | 0.6 | 2.0 | -8.6 | -2.4 | 4.0
Cc1nc(N2CCC(C)CC2)c2c(C)c(C(=O)Nc3ccc(C(F)(F)F)cc3)sc2n1
    -2.2 | -4.2 | 5.0 | -5.3 | -65.2 | 0.8 | 0.5 | -0.2 | 41.5* | 15.2
C=CCn1c(O)c(C2=c3ccccc3=NC2=O)sc1=Nc1ccc(O)cc1
    8.0 | 6.5 | 34.6* | 10.3 | 20.7* | -4.0 | -1.5 | 32.4 | 0.4 | 2.9
O=C(CCC1CCCCC1=O)c1ccccc1 (stereo not given)
    2.1 | 5.3 | 8.6 | 1.2 | 7.3 | -0.6 | -4.5 | -1.4 | -1.7 | 1.9
COC(=O)c1ccc(CSc2ccccc2C)o1
    2.9 | 1.0 | -3.0 | 0.7 | 0.1 | 3.3 | 1.3 | -1.3 | -0.9 | 1.3
CSCCC(NC(=O)c1ccco1)C(=O)O (stereo not given)
    1.6 | 7.7 | 2.6 | -0.9 | 3.5 | 2.7 | 0.2 | 4.5 | 1.9 | -1.3
S=c1[nH]c2cc(Br)cnc2[nH]1
    -0.8 | -0.1 | 1.3 | 0.5 | 6.7 | 10.7 | -2.7 | -0.6 | -2.9 | -2.9
CCc1ccccc1NC(=O)C1C2C=CC(O2)C1C(=O)O (stereo not given)
    -4.6 | 2.9 | 9.3 | 2.4 | 0.0 | -8.2 | 6.8 | -2.0 | -2.3 | -1.4
Cc1cc(C)cc(N(CCC#N)C(=O)CSc2n[nH]c(N)n2)c1
    3.5 | 6.3 | 0.5 | -4.2 | -2.1 | 9.5 | -2.9 | 0.3 | 0.9 | 5.4
O=C1N(Cc2cccc(Cl)c2)C[C@@H]2C[C@@H](c3ccccn3)N3CCC[C@@]123
    -0.8 | 5.3 | 3.0 | 2.4 | 3.2 | -10.7 | -1.2 | -6.7 | 0.8 | 0.9
COC(=O)C1CCN(C(=O)COC(=O)C2CCN(S(=O)(=O)c3ccc(C)c(C)c3)CC2)CC1
    -3.5 | 3.2 | -5.8 | -2.4 | 11.9 | 12.2 | -1.2 | -6.5 | 1.1 | 7.9
CN1CCN(C(N)=NC(=O)c2ccccc2)CC1
    -2.9 | 10.1 | 5.1 | 9.2 | 0.9 | -7.5 | 1.1 | 1.6 | -1.8 | -4.0
Cc1cc(S(=O)(=O)N2CCCC2)c(C)s1
    -4.0 | 3.4 | 12.8 | -3.7 | -1.5 | -3.0 | -4.4 | 4.6 | -1.6 | 1.6
O=C1CCC([N+](=O)[O-])C(c2cccc([N+](=O)[O-])c2)N1 (stereo not given)
    -1.7 | -2.7 | 2.4 | 5.9 | -1.8 | 6.8 | 4.7 | 0.6 | -1.0 | 0.9
CCn1c(Cc2ccc(OC)cc2)nnc1SCC(=O)Nc1ccc(N2CCOCC2)cc1
    3.7 | 2.6 | -1.1 | 6.2 | 1.5 | -2.2 | -0.6 | 0.2 | -1.7 | 2.9
Cc1cc(-c2ccc(C)c(S(=O)(=O)NCCCN3CCN(c4ccccc4F)CC3)c2)on1
    0.0 | -7.5 | -9.1 | -8.7 | -5.3 | -13.7 | 2.0 | 1.1 | -1.0 | -3.3
COC(=O)[C@@]12C[C@@H](CC(=O)NCCc3ccccc3OC)C(=O)N(Cc3ccco3)C1=CCC(C)(C)C2
    0.0 | -1.2 | 2.3 | . | 8.8 | -2.9 | 0.4 | 2.8 | -1.0 | -3.6
COCCN1C(=O)N[C@@H](c2cccc(C(F)(F)F)c2)[C@@H](C(=O)OC)[C@H]1C
    1.5 | -4.9 | -1.3 | -3.3 | 7.0 | -11.4 | -3.0 | -3.9 | 1.5 | -0.7
COC(=O)C1=C(C)N(c2ccc(F)c(Cl)c2)C(=O)C1
    -2.4 | -3.0 | -1.7 | -19.6 | 0.3 | 1.0 | -0.8 | 6.6 | 0.3 | 2.4
O=C(CN(C(=O)CSc1nc2ccccc2o1)c1ccccc1)NC1CCCCC1
    -0.2 | 0.1 | -6.7 | -1.4 | -0.3 | 14.6 | -1.2 | -5.2 | 1.4 | 4.3
NNC(=O)CNC(c1ccccc1)c1cc(Br)ccc1NC(=O)c1cccc(Cl)c1 (stereo not given)
    -5.1 | 7.6 | -15.3 | -55.6 | -32.4 | -2.8 | 0.8 | 14.2 | -3.8 | -5.2
CC(C)(O)CC[C@@H](O)[C@](C)(O)C1CC[C@@]2(O)C3=CC(=O)[C@]4(O)C[C@@H](O)[C@@H](O)C[C@]4(C)C3CC[C@]12C (stereo not given in full)
    1.1 | 1.7 | 2.9 | -0.9 | -4.6 | 4.6 | 3.1 | -2.7 | -0.2 | 1.8
CN(C)/N=C/c1ccc(N2CCOCC2)cc1
    -3.8 | -3.2 | -1.1 | -3.7 | 13.2 | 14.2 | 2.8 | -1.9 | -2.5 | 1.5
CCOc1cc2[nH]c(=S)n(CCCN3CCCC3=O)c(=O)c2cc1OCC
    -5.5 | 1.9 | -1.4 | -2.5 | 6.2 | -3.9 | 4.0 | -0.8 | -1.1 | 1.3
OC1c2c(F)cccc2N=C2CCCCCN21 (stereo not given)
    0.5 | 0.2 | 4.1 | . | 4.4 | 4.9 | 0.0 | 2.8 | -0.8 | -2.7
CC(=O)NS(=O)(=O)c1ccc2sc(C)nc2c1
    -6.7 | 0.5 | -1.2 | 3.0 | 3.4 | -9.9 | 7.7 | -1.6 | -2.7 | -5.8
CCc1nc2ccc(C(=O)N3CCN(c4ccccc4)CC3)cn2c1N(C)CCCc1ccccc1
    -2.4 | -2.5 | 6.9 | . | 8.2 | 2.3 | 5.3 | 3.5 | 2.5 | 0.4
C[C@@H]1C(=O)O[C@H]2CC34[C@H]5C[C@@H](C(C)(C)C)[C@]36[C@@H](OC(=O)[C@@H]6O)O[C@@]4(C(=O)O5)[C@]21O (stereo not given in full)
    -2.2 | 6.4 | 1.1 | 0.2 | -9.8 | -2.8 | 2.7 | 0.3 | -0.5 | 5.4
COc1cc(C2c3cc4c(cc3OC(NNC(N)=O)C2C)OCO4)cc(OC)c1OC (stereo not given)
    -1.1 | 3.8 | -7.2 | 0.4 | 6.4 | 12.2 | -1.1 | 3.0 | -0.7 | -3.8
CC1(C)Cc2c(cnn2-c2cccc(F)c2)C(NC(=O)CSc2ccncc2)C1 (stereo not given)
    -0.3 | -0.1 | 4.5 | -3.9 | 4.5 | -6.2 | 3.1 | -7.6 | 0.9 | 6.5

Entries of single compounds from above. Screens in order: LEDGF integ inh | TCR-CD3 inh | mABHD4 FP | HTRA1 inhibitor | SIAE primary | TDP2 absorb | PRMT1 inh | rCAG binder | PG9 binder | NR1D1 modulator
Results for NNC(=O)CNC(c1ccccc1)c1cc(Br)ccc1NC(=O)c1cccc(Cl)c1 (stereo not given) → -5.1 | 7.6 | -15.3 | -55.6 | -32.4 | -2.8 | 0.8 | 14.2 | -3.8 | -5.2
Results for O=C(CN(C(=O)CSc1nc2ccccc2o1)c1ccccc1)NC1CCCCC1 → -0.2 | 0.1 | -6.7 | -1.4 | -0.3 | 14.6 | -1.2 | -5.2 | 1.4 | 4.3
Results for C[C@@H]1C(=O)O[C@H]2CC34[C@H]5C[C@@H](C(C)(C)C)[C@]36[C@@H](OC(=O)[C@@H]6O)O[C@@]4(C(=O)O5)[C@]21O (stereo not given in full) → -2.2 | 6.4 | 1.1 | 0.2 | -9.8 | -2.8 | 2.7 | 0.3 | -0.5 | 5.4
Results for COC(=O)C1=C(C)N(c2ccc(F)c(Cl)c2)C(=O)C1 → -2.4 | -3.0 | -1.7 | -19.6 | 0.3 | 1.0 | -0.8 | 6.6 | 0.3 | 2.4

Screens as filed in PubChem.

The list is partial; the hit share may differ from the screen's.
